# From PubChem BioAssay
# CHRM1 antagonist: human M1 muscarinic receptor antagonists, primary screen, CHO-K1 cells, Fluo-8 calcium fluorescence, 1536-well | 1.3% of 360,000 active | Muscarinic acetylcholine receptor M1 (Homo sapiens), P11229 | inhibition, % at 3 µM | CHO-K1 hM1, ACh EC80 antagonist | AID 588852, 2011;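 active = percent inhibition above its own plate's cutoff, namely the mean of that plate's compound wells plus 3 SD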;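 note: peak over basal fluorescence ratio during 140 s after agonist addition; 0% = ACh EC80 plus DMSO and 100% = DMSO alone without agonist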
# CHO-K1 Ca antag: M1 antagonist counterscreen hit in parental CHO-K1 cells | inhibition, % at 3 µM | 0.6% of 360,000 active | ATP-induced calcium, Fluo-8 fluorescence;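 active = inhibition above a per-plate cutoff, the plate's mean sample inhibition plus 3 SD, cut at about 24% in these data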;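 note: 0% = DMSO plus EC80 ATP and 100% = DMSO alone without ATP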
# M1 PAM parental: nonselective calcium activators in parental CHO-K1 cells, primary screen, counter-screen for M1 PAM project, cell-based, Fluo-8 calcium fluorescence, full deck, 1536-well; activation, % at 3 µM; AID 602247, 2012; 0.02% of 360,000 active; ATP EC20; 0% at ATP EC20, 100% at ATP max;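 active = activation above the run cutoff, the mean activation of all test compounds plus 3 SD, cut at about 40% in these data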;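 note: peak over basal fluorescence ratio in a 140 s read after ATP addition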
# CHRM1 agonist: human M1 muscarinic receptor agonists, primary screen, Fluo-8 calcium fluorescence, CHO-K1 cells, HTS | 0.33% of 360,000 active | CHO-K1 hM1, agonist mode; 0% DMSO, 100% acetylcholine EC100 | activation, % at 3 µM;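 active = activation above the run's mean compound activation plus 3 SD, cut at about 16% in these data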;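 note: peak over basal fluorescence ratio within a 140 s kinetic read after compound addition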
# CHO parental Ca: ATP-evoked calcium signal inhibitors, parental CHO, primary screen, counter-screen for OX1R antagonist project, cell-based, fluorescence, Fluo-8 calcium dye; parental CHO-K1, ATP-induced calcium, Fluo-8 fluorescence; inhibition, % at 5.6 µM; 0.63% of 330,000 active;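 active = inhibition above that plate's mean sample inhibition plus 3 SD, cut at about 26% in these data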;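 note: 0% = ATP-challenged DMSO wells and 100% = DMSO wells without ATP; some compounds past the cut are filed as inactive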
#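 Material – parental CHO cells · Reagent – ATP stimulus · Compound – single nominal dose of 5.6 µM per compound · Detection – Fluo-8 fluorescence · Read-out basis – percent inhibition of calcium signal · Controls – ATP-challenged DMSO wells low, unchallenged DMSO wells high · Repeats – no replicates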
# CHO-K1 Ca ag: counter-screen for M1 agonists: effect in parental CHO-K1 cells. Fluo-8 calcium fluorescence; scaled to maximal ATP response, vehicle zero. activation, % at 3 µM. AID 602248, 2012. 0.48% of 360,000 active; in the data active = activation above about 15%;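 note: untransfected CHO-K1 host cells lacking M1 receptor as counterscreen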
# TAAR1 antagonist: human TAAR1 antagonists, primary screen, Fluo-8 calcium fluorescence, CHO RD-HGA16 cells | Trace amine-associated receptor 1 (Homo sapiens), Q96RJ0 | AID 624466, 2012 | 1.5% of 360,000 active | inhibition, % at 3 µM | antagonist;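 active = inhibition above a per-plate cutoff, the mean inhibition of test compounds on that plate plus 3 SD, cut at about 49% in these data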;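 note: 0% = DMSO plus EC80 beta-PEA response and 100% = DMSO alone without agonist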
# Target sequence (Q96RJ0 whole entry, looked up): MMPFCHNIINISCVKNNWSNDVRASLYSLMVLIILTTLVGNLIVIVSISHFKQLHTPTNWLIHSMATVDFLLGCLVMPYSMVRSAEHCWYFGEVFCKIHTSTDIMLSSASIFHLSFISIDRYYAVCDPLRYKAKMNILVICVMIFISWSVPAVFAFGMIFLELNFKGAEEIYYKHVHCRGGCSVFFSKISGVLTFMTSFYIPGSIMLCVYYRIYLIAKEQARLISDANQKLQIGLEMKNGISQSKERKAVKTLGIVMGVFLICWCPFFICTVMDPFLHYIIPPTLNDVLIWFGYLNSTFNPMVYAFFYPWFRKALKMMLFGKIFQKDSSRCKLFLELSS
#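 System: CHO RD-HGA16 cells bearing hTAAR1. Reagent: EC80 β-phenethylamine stimulus. Schedule: seeding 17-24 h prior, 75-min 37 °C, 30-min RT dye loading. Signal: Fluo-8 intracellular calcium dye fluorescence, real-time kinetic reads. Read-out: % inhibition from peak post-agonist over basal fluorescence ratio. Benchmarks: vehicle wells and EC80 agonist wells. Replicates: n of 1.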
# OXTR potentiate: human OXTR potentiators, primary screen, fluorescence, CHO-OTR cells, Fluo-8 calcium; 0.061% of 320,000 active; activation, % at 3 µM; AID 2445, 2010; Fluo-8 calcium fluorescence, potentiator mode; 0% = oxytocin EC15, 100% = EC100; Oxytocin receptor (Homo sapiens), P30559;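 active = activation above that plate's cutoff, the mean activation of tested compounds plus 3 SD, cut at about 6.6% in these data, passing the limit was not always enough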;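 note: 100% uses oxytocin at 75 nM as the full agonist control; some results filed as inactive read as strong as hits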
# Target sequence (P30559 whole entry, looked up): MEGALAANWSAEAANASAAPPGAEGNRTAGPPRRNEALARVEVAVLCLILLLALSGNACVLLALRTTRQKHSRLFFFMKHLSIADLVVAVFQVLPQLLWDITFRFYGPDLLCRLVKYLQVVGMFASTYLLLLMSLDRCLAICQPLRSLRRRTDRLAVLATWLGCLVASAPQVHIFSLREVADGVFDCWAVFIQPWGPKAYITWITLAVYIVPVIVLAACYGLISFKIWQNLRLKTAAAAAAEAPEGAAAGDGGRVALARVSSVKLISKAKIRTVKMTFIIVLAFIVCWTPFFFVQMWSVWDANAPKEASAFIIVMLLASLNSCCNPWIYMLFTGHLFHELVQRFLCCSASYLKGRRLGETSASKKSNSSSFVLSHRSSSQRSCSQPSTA
#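 test system = CHO-OTR cells, human receptor | compound = single-point 3.0 µM | schedule = 6 min compound pre-incubation at room temperature, 100 s kinetic read | signal = Fluo-8 no-wash calcium dye fluorescence, excitation 470-495 nm, emission 515-575 nm | repeats = single well per compound, singlicate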
# TAAR1 agonist: human TAAR1 agonists, primary screen, Fluo-8 calcium fluorescence, CHO RD-HGA16 cells; Trace amine-associated receptor 1 (Homo sapiens), Q96RJ0; vehicle wells 0%, saturating PEA agonist 100%; activation, % at 3 µM; 0.99% of 360,000 active; AID 624467, 2012;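 active = activation above the mean activation of all test compounds in the run plus 3 SD, cut at about 38% in these data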
#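 Test system: RD-HGA16 (CHO) cells co-expressing Gα16 and hTAAR1 | Doses: Single dose, 3 µM | Schedule: 17-24 h seeding, 75 min 37 °C dye, 30 min RT | Evaluation: % activation from peak over basal fluorescence ratio, DMSO-to-PEA scaled | Technique: Kinetic Fluo-8 calcium fluorescence | Benchmarks: Low control DMSO, high control PEA (EC100)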
# * = called active by the depositor; . = not tested or not shown.
SMILES,CHRM1 antagonist,CHO-K1 Ca antag,M1 PAM parental,CHRM1 agonist,CHO parental Ca,CHO-K1 Ca ag,TAAR1 antagonist,OXTR potentiate,TAAR1 agonist
O=C(COC(=O)Cc1ccc(S(=O)(=O)N2CCOCC2)s1)NCCc1ccccc1,-2,-17,3,-2,-17,4.3,11,-6,6
CCOC(=O)c1cnc2cc3c(cn2c1=O)CCCC3,8,-10,13,-1,-12,0.6,-13,-2,8
COc1ccc(C2=Nc3ccccc3NC(=O)C2N(C(=O)c2cc3ccccc3[nH]2)c2ccccc2)cc1 (stereo not given),-26,-15,18,0,.,2.0,-18,.,3
CC(=O)N1CCc2cc(C(=O)CN3CCCCC3)ccc21,-5,7,7,-5,-6,2.5,-11,-1,1
CC12CCCCC1(O)[N+](=O)C1=C(CCCC1)N2[O-] (stereo not given),-6,1,17,4,-14,8.0,-11,-13,1
Cn1cccc1CNC(=S)Nc1cc(F)cc(F)c1,-6,-7,0,-3,-15,-0.1,-25,-16,5
Cc1ccccc1CN1C(=O)c2ccccc2Sc2ccc(C(=O)O)cc21,-9,11,-7,-2,-5,0.0,-9,-6,4
COc1ccc(CN2CCc3c([nH]c4ccccc34)C2)c(OC)c1C,7,4,17,-9,-13,-0.1,-7,-6,4
CCN(CC)CCCn1c(SCC(=O)NCC2CCCO2)nc2ccccc2c1=O (stereo not given),2,-9,-13,-8,.,0.4,-13,.,1
Cc1onc(-c2c(Cl)cccc2Cl)c1NC(=O)NN(C)C,-9,-10,12,-1,-10,0.3,-16,-1,3
COc1ccccc1C(=O)Nc1cccc2cccnc12,-8,3,-6,-7,-19,0.0,-8,-5,-1
O=C(COC(=O)/C=C/c1cccs1)NC1CCCCC1,-6,-6,-11,-4,-10,0.5,-12,-4,-1
COc1cc(NC(=O)CN2CCN(c3ccccc3)CC2)c(C)cc1[N+](=O)[O-],-7,1,27,-9,-11,2.4,-37,-2,1
Cc1nn(C)c(C)c1Sc1ccccc1N,-17,-17,0,-3,2,3.6,-2,-10,1
CCOC(=O)N1CCN(C(=O)C[C@@H]2C[C@@]3(C(=O)OCC)CCC=C3N(Cc3ccc(Cl)cc3Cl)C2=O)CC1,.,-18,14,.,.,-0.6,-18,.,-1
COc1cc(/C=C/c2cc(OC(C)=O)c3ccccc3n2)c(OC(C)=O)c([N+](=O)[O-])c1,-5,13,-5,-4,-5,-0.2,18,-1,7
COc1ccc(C(C)=O)cc1COC(=O)CSCC(=O)Nc1ccc(C)cc1,-16,8,-12,0,-22,0.7,3,-9,-1
Cc1ccc(S(=O)(=O)NCCC(=O)OCn2nnc3ccccc3c2=O)cc1,25,3,-6,-3,-13,-0.1,2,4,0
O=C(c1ccc(S(=O)(=O)N2CCOCC2)cc1)N1CCc2ccccc2C1,-3,-5,11,-4,-11,1.0,-12,-5,11
CC1CCC2(CC1)NC(=O)N(CC(=O)Nc1cccc(S(=O)(=O)N(C)c3ccccc3)c1)C2=O (stereo not given),-18,3,-2,-6,.,-0.4,-13,.,1
O=C(Nc1nc2c(s1)CCCC2)c1cccs1,-6,4,8,-2,-9,0.0,7,-12,4
COC(=O)C1=C(C)N(Cc2ccccc2)C(=NCCc2cccnc2)N[C@H]1c1ccc(Br)cc1,-5,12,-9,-3,19,0.3,.,-10,.
Cc1ccc(S(=O)(=O)N2CCC[C@H]2C(=O)OCC(=O)Nc2ccc3c(c2)OCO3)cc1,14,-17,4,-3,-6,1.1,-23,-3,5
COc1ccc(NC(=O)C(=O)NCC(c2ccco2)N2CCc3ccccc32)cc1 (stereo not given),-13,-1,-8,-2,-15,0.5,.,-13,.
CCOC(=O)c1cc2c(ccn2C)n1CC(=O)N(Cc1ccccc1)c1ccc(F)cc1,-7,-9,8,0,-32,0.1,-15,-2,4

# Rewritten with bars between the fields: part of the list above
canonical_smiles | CHRM1 antagonist | CHO-K1 Ca antag | M1 PAM parental | CHRM1 agonist | CHO parental Ca | CHO-K1 Ca ag | TAAR1 antagonist | OXTR potentiate | TAAR1 agonist
COc1ccc(C(C)=O)cc1COC(=O)CSCC(=O)Nc1ccc(C)cc1 | -16 | 8 | -12 | 0 | -22 | 0.7 | 3 | -9 | -1
COc1cc(/C=C/c2cc(OC(C)=O)c3ccccc3n2)c(OC(C)=O)c([N+](=O)[O-])c1 | -5 | 13 | -5 | -4 | -5 | -0.2 | 18 | -1 | 7
CCOC(=O)c1cnc2cc3c(cn2c1=O)CCCC3 | 8 | -10 | 13 | -1 | -12 | 0.6 | -13 | -2 | 8
Cc1ccccc1CN1C(=O)c2ccccc2Sc2ccc(C(=O)O)cc21 | -9 | 11 | -7 | -2 | -5 | 0.0 | -9 | -6 | 4

# Returning to the listing with the 4 entries that preceded the break.
SMILES,CHRM1 antagonist,CHO-K1 Ca antag,M1 PAM parental,CHRM1 agonist,CHO parental Ca,CHO-K1 Ca ag,TAAR1 antagonist,OXTR potentiate,TAAR1 agonist
COC(=O)C1=C(C)N(Cc2ccccc2)C(=NCCc2cccnc2)N[C@H]1c1ccc(Br)cc1,-5,12,-9,-3,19,0.3,.,-10,.
Cc1ccc(S(=O)(=O)N2CCC[C@H]2C(=O)OCC(=O)Nc2ccc3c(c2)OCO3)cc1,14,-17,4,-3,-6,1.1,-23,-3,5
COc1ccc(NC(=O)C(=O)NCC(c2ccco2)N2CCc3ccccc32)cc1 (stereo not given),-13,-1,-8,-2,-15,0.5,.,-13,.
CCOC(=O)c1cc2c(ccn2C)n1CC(=O)N(Cc1ccccc1)c1ccc(F)cc1,-7,-9,8,0,-32,0.1,-15,-2,4
CNc1ccc(Oc2c(F)c(F)nc(F)c2F)cc1,5,-4,5,-9,5,-0.8,-2,-9,0
COC(=O)NC1c2ccccc2Oc2ccccc21,4,3,-6,-6,-15,0.0,9,-18,0
CCN(C(=O)CCc1nc(-c2ccc(OC)cc2)no1)c1cc(OC)ccc1OC,5,-5,-4,-4,-22,2.0,1,-12,-1
CC1(c2ccc3ccccc3c2)NC(=O)N(CC(=O)Nc2cccc(S(=O)(=O)N3CCOCC3)c2)C1=O (stereo not given),1,-8,18,-10,-7,1.3,12,2,7
CN(Cc1ccccc1)C(=O)COC(=O)c1ccc[nH]c1=O,-11,2,-24,1,-11,-0.3,-5,-2,0
COc1cccc(NC(=O)C(=O)N2CCOCC2)c1,-9,5,12,1,-1,0.2,-10,-3,3
O=C(c1ccc(Br)cc1)c1cn[nH]c1-c1ccccc1O,3,-8,-9,1,-7,6.6,-2,-5,5
Cc1cccc(OCC(=O)N2CCC(N3CCOCC3)CC2)c1,-21,-13,21,-5,-5,0.4,-6,0,3
Nc1cc(-c2ccccc2)n2c(n1)nc1ccccc12,92*,-7,-10,-9,-25,0.5,3,-14,10
O=c1oc(-c2cccs2)nc2sc3c(c12)CCC3,-2,-9,24,-3,-3,0.5,11,-5,3
C[C@H]1C=C(C(=O)NCc2ccccc2)O[C@@H](OCc2ccc(CO)cc2)C1,13,-6,-2,-2,-17,-0.3,4,-2,14
CSc1cccc(NC(=O)c2sc3nc4n(c(=O)c3c2C)CCC4)c1,-2,-7,5,0,-14,8.9,-3,-13,8
CCCN(CCC)S(=O)(=O)c1ccc(C(=O)Nc2nnc(CSC)o2)cc1,-9,-4,11,0,-23,0.2,-20,-2,3
COCCn1c(SC(C)C(=O)Nc2ncc(Cl)cc2Cl)nc2ccccc21 (stereo not given),0,17,-10,-2,-19,0.1,-15,-3,8
CC12CCC3(CO)COC(c4ccccc4O1)C2C3 (stereo not given),-9,-23,10,-2,-8,0.7,8,-8,11
CC(CC(=O)Nc1nc2ccccc2[nH]1)c1ccccc1 (stereo not given),-5,0,9,-1,-20,2.0,9,-10,2
CCC(OC(=O)c1cc2sccc2n1C)C(=O)NCc1ccco1 (stereo not given),-19,-17,2,-3,-20,1.1,-26,-4,17
C[C@]12C(=O)N(c3ccc(F)cc3)C(=O)N1[C@@H]1c3ccccc3OC[C@@H]1[C@H]2c1ccccc1,-2,-17,22,-6,-27,0.4,-9,10,5
CCOc1ccc(NS(=O)(=O)c2ccc(OCC)c3ncccc23)cc1,-4,4,-8,8,-17,4.6,12,-8,16
O=C(Cn1nnc2ccccc2c1=O)NCCc1ccc(Cl)cc1Cl,1,-4,24,-8,-12,1.6,45,-6,54*
COc1cc(/C=N/NC(=O)C(Cc2c[nH]c3ccccc23)NC(=O)OCc2ccccc2)cc([N+](=O)[O-])c1O (stereo not given),1,4,14,-3,2,8.9,-31,-2,1
O=C(CSC1=NCCS1)Nc1nc2ccccc2s1,-9,-13,4,-3,-6,1.9,10,-7,-1
COC(=O)c1c(NC(=O)CN2C(=O)NC(CCc3ccccc3)C2=O)sc2c1CCCCC2 (stereo not given),7,2,3,-6,-15,0.4,-19,-2,4
Cc1cn(C2CCCCO2)c(=O)nc1NO (stereo not given),-7,3,-15,3,.,0.3,-15,.,0
COCCNC(=O)c1ccc(-c2csc(C)n2)cc1,-4,-16,8,3,-9,2.8,-8,-13,0
O=C(Nc1ccccc1C(=O)N1CCOCC1)c1ccc([N+](=O)[O-])cc1,-1,-10,24,-4,-9,1.6,6,-5,3
Cc1ccc(C)c(NC(=O)/C(C#N)=C/c2cn(CC(=O)NCc3ccco3)c3ccccc23)c1,15,7,11,-6,-3,5.2,103*,-8,2
CCOc1ccc(-n2nnnc2SCC(=O)N2CCOCC2)cc1,-17,-7,19,0,0,0.0,7,-11,3

# Full records as entered above:
# Nc1cc(-c2ccccc2)n2c(n1)nc1ccccc12 in the list: CHRM1 antagonist: 92*; CHO-K1 Ca antag: -7; M1 PAM parental: -10; CHRM1 agonist: -9; CHO parental Ca: -25; CHO-K1 Ca ag: 0.5; TAAR1 antagonist: 3; OXTR potentiate: -14; TAAR1 agonist: 10
# CCN(C(=O)CCc1nc(-c2ccc(OC)cc2)no1)c1cc(OC)ccc1OC in the list: CHRM1 antagonist: 5; CHO-K1 Ca antag: -5; M1 PAM parental: -4; CHRM1 agonist: -4; CHO parental Ca: -22; CHO-K1 Ca ag: 2.0; TAAR1 antagonist: 1; OXTR potentiate: -12; TAAR1 agonist: -1
